Screens from PubChem.
SIAE inh = human SIAE inhibitors, primary screen, biochemical, fluorescence polarization, FP-Rh probe, 1536-well HTS; Sialate O-acetylesterase (Homo sapiens), Q9HAT2; SIAE FP-Rh probe binding; inhibition, % at 9.66 µM; 0.69% of 370,000 active;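 active = inhibition above a cutoff: mean of compounds within the control limits plus 3 SD of those, cut at about 17% in these data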;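 note: 0% = plate median of compound wells and 100% = probe without SIAE protein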
ADAM17 inh = ADAM17 inhibitors, primary screen, biochemical, QFRET | Disintegrin and metalloproteinase domain-containing protein 17 (Homo sapiens), P78536 | recombinant ADAM17, EDANS/DABCYL FRET peptide cleavage | inhibition, % at 6.95 µM | 0.83% of 370,000 active;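 active = inhibition above the mean of compounds lying between control limits plus 3 SD, set per campaign, cut at about 8.5% in these data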;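 note: 0% = DMSO-only wells as the low control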
DDE Tn6 FP inh = inhibitors of Tn6 peptide binding to fibrin DD(E), primary screen, biochemical, fluorescence polarization, human fibrin, Tn6 probe | 0.21% of 370,000 active | inhibition, % at 8.3 µM | Fibrinogen beta chain (Homo sapiens), P02675 | AID 720509, 2013 | Fibrin DD(E) TRITC-Tn6 fluorescence polarization displacement;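 active = inhibition above a per-campaign cutoff: mean of compounds within control limits plus 3 SD, cut at about 15% in these data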;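 note: 0% = median of all compound wells on the plate and 100% = blocking peptide control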
DDE Tn7 FP inh = inhibitors of Tn7 peptide binding to fibrin DD(E), primary screen, biochemical, fluorescence polarization, human fibrin, Tn7 probe. Fibrinogen beta chain (Homo sapiens), P02675. FP displacement of FITC-Tn7 peptide from fibrin DD(E); 0% = median of compound wells per plate. inhibition, % at 8.3 µM. 0.13% of 370,000 active. AID 720508, 2013;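 active = inhibition above the mean of compounds falling within the control limits plus 3 SD of them, cut at about 14% in these data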;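 note: 0% = plate median of compound wells and 100% = 10 µM Aha-Tn7 peptide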
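Assay system: Human fibrin DD(E) protein | Medium: Tris buffer with calcium and detergent, pH 7.8 | Reagent: 0.1 µM fluorescent Tn7 | Compound dosing: Single point at 8.3 µM | Times: 10 min preincubation, 3 h with tracer, room temperature | Detection: Fluorescence polarization of the labelled Tn7 tracer | Controls: Aha-Tn7 high control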
ASAP1 inh = inhibitors of human ASAP1 ArfGAP activity, primary screen, biochemical, fluorescence polarization; 0.19% of 360,000 active; AID 624377, 2012; ASAP1-stimulated ARF1 GTP hydrolysis, GDP FP detection; inhibition, % at 16.5 µM; Arf-GAP with SH3 domain, ANK repeat and PH domain-containing protein 1 (Homo sapiens), …; in the data active = inhibition above about 25%;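 note: 0% = vehicle with enzyme and substrate and 100% = no enzyme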
PLCg1 inh = PLC-gamma1 enzyme inhibitors, primary screen, biochemical, fluorescence, purified enzyme | fluorogenic substrate | 1-phosphatidylinositol 4,5-bisphosphate phosphodiesterase gamma-1 (Homo sapiens), P19174 | 0.84% of 370,000 active | AID 720700, 2013 | inhibition, % at 12.2 µM; in the data active = inhibition above about 9.5%
ARFGAP1 inh = inhibitors of rat ARFGAP1 GAP activity, primary screen, biochemical, fluorescence polarization, GDP tracer; ADP-ribosylation factor GTPase-activating protein 1 (Rattus norvegicus), Q62848; Arfgap1-stimulated ARF1 GTP hydrolysis, GDP FP detection; inhibition, % at 16.5 µM; 0.26% of 360,000 active; AID 651572, 2012;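 active = inhibition above a per-plate limit, mean inhibition of low control wells plus 3 SD, cut at about 25% in these data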;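 note: 0% = DMSO wells with enzyme and 100% = wells lacking Arfgap1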
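Assay system: purified rat His6-Arfgap1 residues 1-136 (GAP domain); Reagent: human Δ17 ARF1 bound to GTP; Dosing: 16.5 µM single point, 1.26% DMSO; Times: GTP hydrolysis reaction 2 h at 25 °C; Signal: FP, GDP Alexa 633 tracer displaced from anti-GDP antibody, 620/688 nm; Measure: % inhibition from polarization.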
TDP2 inh = human TDP2 enzyme inhibitors, primary screen, biochemical, epi absorbance, recombinant enzyme; 0.34% of 370,000 active; inhibition, % at 12.8 µM; T5PNP hydrolysis, p-nitrophenol absorbance 415 nm; Tyrosyl-DNA phosphodiesterase 2 (Homo sapiens), O95551;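 active = inhibition above the mean of all tested compounds plus 3 SD, set per campaign, cut at about 25% in these data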;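 note: 0% = DMSO with enzyme and 100% = buffer with substrate but no TDP2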
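Evaluation: % inhibition relative to enzyme-containing and enzyme-free wells. Material: recombinant human TDP2. Benchmarks: enzyme-free and DMSO wells. Timing: enzyme reaction with compound for 2 h at 37 °C. Compound dosing: 12.8 µM only. Measured by: p-Nitrophenol epi absorbance. Reagent: T5PNP substrate at 5 mM, a TopII-DNA adduct mimic. Replication: single well per compound.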
PLCb3 inh = human PLC-beta3 inhibitors, primary screen, biochemical, fluorescence; inhibition, % at 12.2 µM; AID 720704, 2013; Purified PLC-beta3, fluorogenic substrate; 0.18% of 370,000 active; in the data active = inhibition above about 11%;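 note: 0% = median of compound wells on plate and 100% = full blocker control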
Target sequence (Q01970 whole entry, looked up): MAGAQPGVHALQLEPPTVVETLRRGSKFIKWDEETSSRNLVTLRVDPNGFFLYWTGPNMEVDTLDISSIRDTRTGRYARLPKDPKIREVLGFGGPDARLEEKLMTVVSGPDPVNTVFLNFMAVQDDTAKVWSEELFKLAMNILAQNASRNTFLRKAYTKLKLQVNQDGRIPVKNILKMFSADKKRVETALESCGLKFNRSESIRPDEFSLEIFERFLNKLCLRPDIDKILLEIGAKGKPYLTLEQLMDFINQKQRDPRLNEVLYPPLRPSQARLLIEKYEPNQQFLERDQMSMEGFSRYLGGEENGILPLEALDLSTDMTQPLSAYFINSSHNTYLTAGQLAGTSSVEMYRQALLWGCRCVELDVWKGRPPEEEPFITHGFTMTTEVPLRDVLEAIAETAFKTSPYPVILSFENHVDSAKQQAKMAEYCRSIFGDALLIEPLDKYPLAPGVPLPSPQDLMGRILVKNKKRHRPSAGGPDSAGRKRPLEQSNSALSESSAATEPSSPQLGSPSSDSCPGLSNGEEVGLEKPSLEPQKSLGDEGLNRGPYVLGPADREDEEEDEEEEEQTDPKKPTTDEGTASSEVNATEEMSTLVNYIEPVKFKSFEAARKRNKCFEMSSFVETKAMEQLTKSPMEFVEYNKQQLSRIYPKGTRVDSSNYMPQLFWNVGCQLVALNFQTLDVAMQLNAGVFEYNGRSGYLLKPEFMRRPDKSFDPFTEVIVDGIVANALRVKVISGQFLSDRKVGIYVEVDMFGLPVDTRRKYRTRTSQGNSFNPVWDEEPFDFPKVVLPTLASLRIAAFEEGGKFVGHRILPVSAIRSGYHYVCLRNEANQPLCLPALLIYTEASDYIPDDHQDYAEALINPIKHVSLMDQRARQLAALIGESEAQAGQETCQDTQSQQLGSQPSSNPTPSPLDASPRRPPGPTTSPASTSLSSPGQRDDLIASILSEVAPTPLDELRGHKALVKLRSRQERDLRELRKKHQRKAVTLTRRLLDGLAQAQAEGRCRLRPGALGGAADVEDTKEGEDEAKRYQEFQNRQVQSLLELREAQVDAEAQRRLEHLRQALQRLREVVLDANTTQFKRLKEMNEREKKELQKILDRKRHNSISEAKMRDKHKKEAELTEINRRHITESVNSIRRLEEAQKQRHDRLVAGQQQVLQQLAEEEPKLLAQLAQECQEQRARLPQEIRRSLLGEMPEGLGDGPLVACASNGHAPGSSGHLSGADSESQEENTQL
ADAM10 inh = human ADAM10 inhibitors, primary screen, biochemical, QFRET, HTS | Disintegrin and metalloproteinase domain-containing protein 10 (Homo sapiens), O14672 | recombinant ADAM10, EDANS/DABCYL FRET peptide cleavage, 3 h | inhibition, % at 7 µM | 0.62% of 370,000 active | AID 720582, 2013;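 active = inhibition above a per-campaign cutoff equal to the mean of compounds falling between control-based bounds plus 3 SD, cut at about 20% in these data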;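 note: 0% = DMSO wells while the 100% control is not disclosed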
Numbers without * were called inactive; i = inactive; nt = no result given. Rows were taken by chance. Share with any hit: about 3.6%.

item	SIAE inh	ADAM17 inh	DDE Tn6 FP inh	DDE Tn7 FP inh	ASAP1 inh	PLCg1 inh	ARFGAP1 inh	TDP2 inh	PLCb3 inh	ADAM10 inh	Compound
1	5	3	-5	0	-14	4	-12	0	2	4	COc1ccc(N(CC(=O)N2CC=C(c3ccccc3)CC2)S(=O)(=O)c2c(C)noc2C)cc1
2	1	-2	3	4	-6	-2	25*	0	-10	-7	COc1ccc(-n2nc(C)cc2Nc2ccccc2C(=O)O)cc1
3	5	-1	5	2	-14	7	-5	-15	0	12	CCOC(=O)c1cc(-c2csc(-c3ccc(C(F)(F)F)cc3)n2)on1
4	-2	2	3	0	-6	0	-4	-7	-4	-6	O=C1CCC(C(=O)OCc2nnc(-c3ccc(Cl)cc3)o2)=NN1
5	-15	-4	2	2	0	2	7	-1	-2	-7	O=C(NCC1CCCO1)c1cc2c(s1)CCC2 (stereo not drawn)
6	-2	-4	-8	-5	-4	1	11	4	3	-7	C/C(Nc1ccc(C)cc1)=C(/C#N)C(N)=O
7	-2	i	1	-2	4	-291	-10	-8	-307	i	Nc1nc(N)c2[nH]c(-c3ccccc3)nc2n1
8	2	-201	2	-2	3	i	5	12	i	i	CCOc1ccccc1Oc1coc2cc(O)ccc2c1=O
9	-1	-3	-1	8	4	4	-15	6	1	9	Cc1cccc(C(=O)NC2CC3CCCC(C2)N3C(=O)NC2CCCCC2)c1 (stereo not drawn)
10	-1	0	10	-4	10	0	-2	-3	-2	6	CC1CCN(C(=O)CNC(=O)CNS(=O)(=O)c2ccccc2)CC1
11	-1	-3	-8	4	7	0	-16	4	-2	1	CCNC(=O)n1cc(-n2cncn2)c(-c2ccccc2)n1
12	-1	-4	-1	-1	0	-1	7	6	-1	0	CCN(CC)CCNC(=O)C(=O)Nc1ccc2c(c1)N(S(=O)(=O)c1cccs1)CCC2
13	11	-6	-7	7	1	2	-6	2	1	-11	Cn1c(CO)cnc1SCc1ccccc1
14	9	-82	7	-1	17	-273	11	4	-400	-288	COc1ccc(-c2c(-c3cc(OC)cc(OC)c3)n(C)c3ccc(-c4ccn[nH]4)cc23)cc1
15	-1	-5	4	-1	2	-1	1	-1	0	-3	Cc1ccc(-c2nnn(C/C(N)=N/O)n2)cc1
16	-9	5	0	-6	7	-17	5	-11	-28	-10	O=C(NCc1nc2ccccc2[nH]1)C1=C[C@@H](c2csc3ccccc23)C[C@@H](OCCCCO)O1
17	14	0	-8	5	11	-3	5	7	-5	5	CNc1nc(-c2ccc3c(c2)CCN3C(=O)c2ccccc2F)cs1
18	1	1	10	-1	-3	2	-6	1	-3	14	C=CCn1c(SCC(=O)Nc2ccc(N(C)C)cc2)nnc1-c1cccc(C)c1
19	-6	-6	5	3	3	-2	-6	2	-3	-8	C/C(=N\NC(=O)c1nc(C)cc(C)n1)c1ccccc1
20	3	0	0	-2	3	2	10	-5	1	-14	COc1ccccc1CNc1nc(NCc2cnc(C)cn2)c2sccc2n1

Reprinted at random: three entries already listed
item	SIAE inh	ADAM17 inh	DDE Tn6 FP inh	DDE Tn7 FP inh	ASAP1 inh	PLCg1 inh	ARFGAP1 inh	TDP2 inh	PLCb3 inh	ADAM10 inh	Compound
18	1	1	10	-1	-3	2	-6	1	-3	14	C=CCn1c(SCC(=O)Nc2ccc(N(C)C)cc2)nnc1-c1cccc(C)c1
13	11	-6	-7	7	1	2	-6	2	1	-11	Cn1c(CO)cnc1SCc1ccccc1
19	-6	-6	5	3	3	-2	-6	2	-3	-8	C/C(=N\NC(=O)c1nc(C)cc(C)n1)c1ccccc1

(continued)
item	SIAE inh	ADAM17 inh	DDE Tn6 FP inh	DDE Tn7 FP inh	ASAP1 inh	PLCg1 inh	ARFGAP1 inh	TDP2 inh	PLCb3 inh	ADAM10 inh	Compound
21	-1	0	-2	-9	9	0	19	-6	3	-3	COc1ccc(C(=O)NC(=S)NCC2CCCO2)cc1 (stereo not drawn)
22	-9	-2	1	8	-23	3	0	2	-2	3	O=C(c1ccco1)N1CCCN(C(=O)c2ccco2)CC1
23	-10	1	-8	-6	7	-14	1	4	-28	1	O=C(COC(=O)c1cc(NS(=O)(=O)c2cccs2)ccc1O)Nc1ccccc1
24	-2	-1	0	1	-8	3	3	-7	1	8	O=C(c1ccccc1Oc1ccccc1)N1CCN(c2ccccc2)CC1
25	-3	-2	-3	-6	4	7	-2	4	1	0	CCC(=O)Nc1ccccc1C(=O)N1CCOCC1
26	1	-3	3	-4	-5	3	-1	13	-6	-8	Cc1[nH]n(-c2ccccc2)c(=O)c1C(=O)c1ccc(Cl)cc1
27	-16	4	2	-3	-1	-3	1	-4	-2	13	O/N=C/c1cc(Br)ccc1OCc1ccc(F)cc1
28	1	-1	4	4	-11	0	-1	0	6	2	Cc1ccc(C(=O)CN(C(=O)c2ccc(Cl)cc2)N2C(=O)c3ccccc3C2=O)cc1
29	-4	-8	-6	16*	8	7	4	-2	-5	-3	CC(=O)c1nc(N2C(=O)CC(Cc3cccc(C)c3)C2=O)sc1C (stereo not drawn)
30	3	-1	-2	6	0	1	-1	-15	1	19	CCOC(=O)C1(CCOC)CCN(C/C=C/c2ccccc2OC)CC1
31	-3	-3	8	-3	8	-1	4	16	-3	-16	CN(CC(=O)NC1CCN(Cc2ccccc2)CC1)S(=O)(=O)c1ccc2c(c1)c(=O)n(C)c(=O)n2C
32	-2	-1	-2	-10	-6	7	2	-6	-5	10	CC1CN=C(N(C(=O)Nc2ccccc2)C(C)c2ccccc2)S1 (stereo not drawn)
33	-3	-3	-5	1	4	1	-5	1	-1	-1	COc1ccc(C(=O)NC(C)c2nnc(SCC(=O)Nc3nc4ccccc4s3)n2C)cc1 (stereo not drawn)
34	13	-1	-2	2	16	0	-8	17	-6	0	C(=N\N1CCOCC1)/c1ccsc1
35	-7	-4	-6	-2	0	-25	0	-3	-29	-2	N#CC1=C(SCC(=O)c2ccc(Br)cc2)NC2=C(C(=O)CCC2)C1c1ccco1 (stereo not drawn)
36	-4	3	-6	-2	6	1	-8	-22	6	-2	O=C(NNC(=O)c1ccccc1F)C1=NN(c2ccccc2)C(=O)CC1
37	-1	-1	-4	5	-4	0	6	-11	-5	10	O=C(CSc1n[nH]c(=O)n1-c1cccnc1)Nc1ccccc1
38	1	-5	10	8	-9	3	-4	2	-3	-13	COc1ccc(Br)cc1CN(C)C(=O)C1CC(=O)N(C2CCCC2)C1 (stereo not drawn)
39	8	-4	7	-1	7	0	-3	-1	-3	4	CCCCC/C=C\C/C=C\C/C=C\CCCCC(=O)O
40	-22	4	-15	0	-6	11*	9	-8	5	12	COc1ccc(C(=O)Nc2ccc(C)c(S(=O)(=O)N3CCCCCC3)c2)cc1
41	3	-2	-6	-2	-19	2	0	-5	-1	1	O=S(=O)(Cc1ccccc1)N1CCC(N2CCN(c3ccccc3)CC2)CC1
42	-5	1	4	-8	1	1	-3	-5	1	5	COc1ccccc1/C(O)=C(\C#N)c1nc2ccccc2[nH]1
43	-4	0	11	6	nt	2	nt	7	2	1	Cc1ccc(C(=O)C2CCN(CC(=O)N3CCOCC3)CC2)cc1
44	2	-5	0	-4	0	-6	-1	-8	-16	-6	COc1cccc(CNC(=O)COC(=O)c2c(C)nn(-c3ccccc3)c2Cl)c1
45	6	-133	-2	6	10	-63	5	8	-75	i	COc1ccc2nc(-c3ccccc3)[nH]c2c1
46	-1	-5	-4	9	nt	2	nt	4	0	-4	Cc1ccccc1CN1CCCCC(NC(=O)c2ccccc2)C1=O (stereo not drawn)
47	6	4	1	0	21	5	6	8	0	-3	CC(C)(C)c1cc[n+](-c2[nH]c(=O)sc2/C=N/N=C(\[O-])c2cccnc2)cc1
48	-1	-3	4	0	3	1	4	8	-1	-1	O=C(O)c1ccc(S(=O)(=O)NC2CCCc3ccccc32)cc1 (stereo not drawn)
49	-5	-5	-4	8	-21	-13	-5	-3	-18	-14	COC(=O)c1ccc2nc(C3CCCCC3)c(Cc3ccc(C)cc3)n2c1
50	4	-5	4	6	-10	-28	2	-5	-38	-21	Cc1cc(C)c2c3c(sc2n1)C(=O)N(Cc1ccccc1)CC(=O)N3
51	5	-67	5	12	7	i	-15	-5	i	-148	Cc1ccc2c(c1)c1c3n2CCN(CCC(=O)O)C3CCC1 (stereo not drawn)
52	2	-7	4	0	-24	-4	1	-6	-4	-5	COc1ccc(N=C2SCC(=O)N2CCc2ccc(OC)c(OC)c2)cc1
53	10	-2	-2	-7	3	-5	4	-8	-12	-1	CCCOc1ccccc1/C=C1\SC(N)=NC1=O
54	-10	0	2	7	1	-3	0	-5	-3	0	COc1ccc(S(=O)(=O)NC2(C(F)(F)F)NC(=O)N(CCc3ccccc3)C2=O)cc1 (stereo not drawn)
55	1	0	1	-1	14	0	-5	1	-5	-8	CCOC(=O)Cn1c(=O)oc2cc(S(=O)(=O)N3CCCC(C)C3)ccc21 (stereo not drawn)
56	-4	-1	11	3	7	-1	7	-4	2	-1	O=S(=O)(/N=C(/Nc1ccc(Cl)cc1Cl)c1ccccc1)c1cccs1
57	2	0	6	-3	16	4	-3	0	3	5	CN1CCN(c2ccc([N+](=O)[O-])cc2C(=O)c2ccc(Cl)cc2)CC1
58	-9	-5	4	0	0	2	18	-9	-7	2	CN(C(=O)c1nn(C)c2c1CS(=O)(=O)c1ccccc1-2)c1cccc(Cl)c1
59	-2	-1	5	-6	2	3	-2	-8	0	-2	COc1ccc(C)cc1NC(=O)C1CCCN(S(=O)(=O)c2cccc3nonc23)C1 (stereo not drawn)
60	-2	5	1	7	5	2	16	-2	0	-1	O=C(Nc1sc2c(c1C(=O)c1ccc(Cl)cc1)CCCC2)c1cccnc1
61	4	-6	-6	4	-4	3	6	19	-9	-7	Cc1ccc(S(=O)(=O)CCC(=O)Oc2ccc(-c3nnco3)cc2)cc1
